# HTT ATP protect = cytoprotection in Huntington HTT-Q103 PC12 cell model; Potency, µM (highest dose often 56.4 µM), for inactives: cytoprotection (ATP increase), hits mostly activators; AID 1471; 230,000 tested, 0.14% active; PC12 HTT-Q103 induced, cytoprotection, ATP luminescence, 40 h;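 further: potency means the concentration at half of the fitted maximal effect; % of control where 0% means no effect; nearly all actives have a fitted effect of over 45% in size; toxic huntingtin expression switched on by the ecdysone agonist tebufenozide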
#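 Cells were plated at 1500 per well in phenol red-free DMEM with 5% equine and 5% calf serum. Tebufenozide (100 nM final) and compounds were added, then ATPlite reagent, and luminescence was read.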
# Lamin A splicing = modulators of lamin A splicing; HeLa LMNA splicing GFP/RFP minigene ratio, 48 h; Potency, µM (titrated, usually from 46.1 µM), for inactives: at the highest dose ratio change, negative = inhibition, hits mostly inhibitors; 200,000 tested, 0.01% active; AID 1487; active means well fitted inhibition curve with a large enough effect in the signal ratio, with a control signal flat, not every such curve was filed as active; inconclusive means small, poorly fitted or top-dose-only effect, or effect the other way, or a change in a side signal; the % refers to the signal ratio; further: potency means the concentration at half of the fitted maximal effect; on the % scale 0 is the no-effect control and ±100 the full control effect
#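 S3 HeLa stable clones carrying a lamin A-EGFP splicing minigene plus DsRed2 were seeded at 600 cells/well in Opti-MEM with 2% FBS, pin-dosed and incubated 48 h at 37°C. Acumen cytometry (488 nm) gave the GFP/RFP total-intensity ratio.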
# IMPase Li cell = membrane-permeable IMPase blocker, potentiated with lithium. CHO-M1 cells, IP1 TR-FRET (IP-One), carbachol + lithium. Potency, µM (series often up to 59.4 µM), for the others: at the highest dose activity, negative = IMPase inhibition, most hits filed as inhibitors. 210,000 tested, 0.35% active. AID 1457;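 further: IP1 builds up when IMPase is blocked and the TR-FRET signal falls; potency means the concentration at half of the fitted maximal effect; plate controls were basal vehicle for no effect and high inhibitor control for full effect; nearly all actives have a fitted effect of over 50% in size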
#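 Test compounds were applied to CHO-M1 cells previously cultured for 16–30 h at 2000 per well. A small lithium amount accompanied them; after 30 min at 37C, IP1 was quantified by TR-FRET.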
# HttQ103 aggreg = mutant huntingtin aggregation inhibition; PC12 HttQ103-GFP aggregates, Acumen cytometry, 40 h; Potency, µM (doses to about 46.1 µM), inactives show top-dose activity change, negative = inhibition, usual class: inhibitors; 220,000 tested, 1.1% active; further: potency means the concentration at half of the fitted maximal effect; on the % scale 0 is the no-effect control and ±100 the full control effect; nearly all actives have a fitted effect of over 60% in size
#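 PC12 cells with ecdysone-inducible HTT exon1 Q103-GFP, induced by 100 nM tebufenozide, given compounds in a concentration series. GFP aggregates (1–25 um, 6 SD above background) counted in lysates by laser-scanning cytometry, 488 nm excitation.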
# KinaseGlo FLuc = Kinase-Glo luciferase inhibition (counter-screen). Potency, µM (doses to about 38.3 µM), for the others: top-dose activity change, negative = inhibition, most hits filed as inhibitors. 200,000 tested, 0.28% active. Q27757. AID 1379. Kinase-Glo luciferase, ATP luminescence, 8 min; further: potency means the concentration at half of the fitted maximal effect; on the % scale 0 is the no-effect control and ±100 the full control effect; nearly all actives have a fitted effect of over 60% in size
#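 Compounds were added to a substrate mix at pH 7.2 (50 mM imidazole, 10 uM ATP, within the enzyme's linear range), followed by Kinase-Glo detection reagent; luminescence was measured after 8 minutes at ambient temperature.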
# CBFb-RUNX1 inh = blocks binding between human CBF-beta and RUNX1; Q01196+Q13951; AlphaScreen CBFb-His/RUNX1-biotin binding, biochemical; Potency, µM (series often up to 59.8 µM), for the others: at the top dose activity, negative = inhibition, most hits filed as inhibitors; 230,000 tested, under 10 active; AID 1477; further: % of control where 0% means no effect
# Target sequence (Q01196 whole entry, looked up): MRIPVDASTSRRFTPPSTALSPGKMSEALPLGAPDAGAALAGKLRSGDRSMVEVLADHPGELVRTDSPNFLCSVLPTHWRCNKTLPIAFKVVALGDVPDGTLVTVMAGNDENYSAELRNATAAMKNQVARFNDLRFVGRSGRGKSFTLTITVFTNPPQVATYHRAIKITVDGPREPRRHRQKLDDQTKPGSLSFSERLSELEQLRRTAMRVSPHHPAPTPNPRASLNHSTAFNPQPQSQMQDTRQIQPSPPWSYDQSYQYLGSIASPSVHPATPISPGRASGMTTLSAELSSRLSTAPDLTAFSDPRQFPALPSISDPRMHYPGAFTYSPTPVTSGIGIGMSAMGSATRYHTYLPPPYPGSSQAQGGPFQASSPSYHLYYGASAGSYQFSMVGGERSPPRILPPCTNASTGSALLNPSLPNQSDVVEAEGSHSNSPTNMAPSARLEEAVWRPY
# Target sequence (Q13951 whole entry, looked up): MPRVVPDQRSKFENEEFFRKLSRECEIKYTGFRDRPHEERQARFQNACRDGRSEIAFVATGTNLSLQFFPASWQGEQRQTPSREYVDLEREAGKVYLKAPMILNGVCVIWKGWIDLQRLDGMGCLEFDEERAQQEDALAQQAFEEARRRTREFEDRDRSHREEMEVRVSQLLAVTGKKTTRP
#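 Room-temperature protein-protein interaction test with 30 nM each of His-tagged CBF-beta and biotinylated RUNX1, 15 min with compound, then 90 min with nickel plus streptavidin beads. Signal read in AlphaScreen mode.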
# SMN2 splice enh = enhancers of SMN2 splice variant expression; HEK293 SMN2-luciferase splicing reporter, luminescence, 30-36 h; Potency, µM (titrated, usually from 46.1 µM), for inactives: at the highest dose activity change, positive = activation, usual class: activators; 210,000 tested, 2.8% active; further: potency means the concentration at half of the fitted maximal effect; % of control where 0% means no effect; nearly all actives have a fitted effect of over 55% in size
#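 HEK293 cells carry an SMN2 […]–luciferase reporter in which exon 7 inclusion puts luciferase in frame. Cells were plated 10-12 h before compound addition, then incubated 30-36 h at 37C. ONE-Glo luminescence was read; sodium butyrate at 4.5 mM final served as control.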
# The depositor's hits bear a star; ? = inconclusive; . = no result given; [ ] = dose if it differs, or a comment. Unless noted, the call rests on the fitted dose curve; in most records, active means well fitted curve in the direction sought with a large enough effect; inconclusive means small, poorly fitted or top-dose-only effect, or another doubt; inactive means no such curve, though single readings can be large; an effect the other way counts as inactive or inconclusive. No enrichment for hits, and some 4% of all compounds hit somewhere here.
SMILES,HTT ATP protect,Lamin A splicing,IMPase Li cell,HttQ103 aggreg,KinaseGlo FLuc,CBFb-RUNX1 inh,SMN2 splice enh
O=C(O)/C=C1\CCCc2ccccc2[C@H]1O,-19%,.,4%,.,3%,17%[21.7 µM],.
CC1(C)CC(=O)C(N=Nc2ccc(S(=O)(=O)N3CCOCC3)cc2)=C(O)C1,3%[10 µM],.,.,-3%[9.22 µM],.,?,.
O=S(=O)(c1ccc(N2CC=C(c3ccccc3)CC2)nc1)N1CCCC1,-2%[10 µM],-13%,39%[38.3 µM],6%,-2%,-1%,-42%[inhibitor]
CCOc1cc(CNc2ccc3[nH]c(=O)[nH]c3c2)ccc1OCC(=O)NC(C)(C)C,1%[0.074 µM],-5%,34%[activator][38.3 µM],1%,2%,-20%,1%
COc1cc(S(=O)(=O)N2CCN3CCCC3C2)ccc1-n1cnnn1 (configuration not stated),1%,11%,-5%[38.3 µM],-3%,-4%,5%,?
CCOC(=O)CSc1nnc([C@@H](NC(=O)OC(C)(C)C)C(C)C)o1,-13%[0.074 µM],5%,-3%[38.3 µM],3%,1%,9%,-7%
COc1ccccc1N(C)S(=O)(=O)c1ccc(C(=O)NC(C)(C)C)cc1,11%,6%,42%[activator][38.3 µM],17%[9.22 µM],9%,-4%,3%
CN(CC(=O)Nc1ccc(N2CCOCC2)cc1)CC(=O)Nc1ccc(N2CCOCC2)cc1,12%[10 µM],.,.,-24%[9.22 µM],.,-25%,.
CCOc1cc(C2C(C(=O)c3ccccc3)=C(C(=O)OC)Nc3nnnn32)ccc1O (configuration not stated),-12%[10 µM],-9%,-7%,-3%,6%,1%,-4%
O=C(Oc1c(CN2CCOCC2)cc(Cl)c2cccnc12)c1ccc(F)cc1,-98%[inhibitor][10 µM],?,52%[activator][38.3 µM],1µM*,-3%,2%,.
Cn1nnc2sc3c(c2c1=O)CCCC3,-15%,25%,11%[38.3 µM],-6%,-2%,1%,-8%
COc1ccccc1Nc1nc(-c2c(C)[nH]c3ccccc23)cs1,22%[10 µM],3%,3%,6%,-1%,-28%,14µM*
O=C(CNCc1ccco1)Nc1cccc(S(=O)(=O)N2CCCCC2)c1,5%[10 µM],.,.,-19%[9.22 µM],.,0%,.
CS(=O)c1ccccc1COC(=O)Nc1cccc(Cl)c1 (configuration not stated),-16%,2%,-6%[38.3 µM],-13%,2%,-1%,-17%
CCOC(=O)c1ccc(NC(=S)N(CCCN2CCN(C)CC2)Cc2cccs2)cc1,-14%,?,12%,4%,1%,-1%,-16%
O=C(O)c1sccc1Oc1ccc(F)cc1[N+](=O)[O-],-12%,-7%,31%[38.3 µM],17%,-1%,-9%,-6%
CC(=O)c1cc(C(=O)Nc2ccc(C(=O)O)cc2)oc1C,17%,-5%,13%[38.3 µM],11%,-3%,7%,0%
CCOC(=O)C(NCc1ccco1)(NC(=O)c1ccccc1)C(F)(F)F (configuration not stated),-22%,-13%,4%[38.3 µM],10%,-1%,2%,-3%
O=C(Nc1ccccc1N1CCN(C(=O)c2ccccc2)CC1)c1cccc(Cl)c1,-14%[10 µM],.,.,-32%[9.22 µM],.,16%,.
CC1(C)CC(=O)C(Br)=C(O)C1,10%,13%[46 µM],-4%,28%,4%,20%,15%
CCC(CC)NC(=O)c1cc2c(C)nn(Cc3ccccc3Cl)c2s1,-29%,20%,26%[38.3 µM],0%,-1%,10%,?
CCOc1ccccc1OC(=O)c1cc2ccccc2oc1=O,13%,-5%[46 µM],2%,3%[9.22 µM],0%,7%,3%
COc1ccc(CNc2nc(NCc3ccc(OC)c(OC)c3)n(C(=O)c3cccs3)n2)cc1OC,-15%,3%,-4%[38.3 µM],4%,-1%,-18%,-2%
CSC1=C(C#N)C(c2ccc(Cl)cc2)C2=C(CC(C)(C)CC2=O)N1 (configuration not stated),-34%,?,-2%[38.3 µM],?,-6%,15%,-24%
O=C(NC1CCC(O)CC1)c1cc(-c2ccco2)nc2ccccc12 (configuration not stated),1%[10 µM],.,-8%,14%,-6%,?,22%
CCC(=O)NNC(=O)c1cc(COc2cc(Cl)cc(Cl)c2)on1,-6%[10 µM],.,.,18%[9.22 µM],.,6%,.
COc1ccccc1NS(=O)(=O)c1cc(NC(=O)c2cnccn2)ccc1N1CCOCC1,12%[10 µM],.,.,0%[9.22 µM],.,-9%,.
COC(=O)CSC1=C(C#N)C(c2ccsc2)CC(=O)N1 (configuration not stated),11%[10 µM],-27%,1%,2%,-1%,2%,6%
CN1CCN(S(=O)(=O)c2ccc(NC(=O)COc3ccccc3Cl)cc2)CC1,-10%[10 µM],.,0%,-6%[9.22 µM],3%,1%,.
CCOC(=O)c1c(NC(=O)/C=C/C(=O)O)sc(C)c1-c1ccc(C(C)(C)C)cc1,-196%[inhibitor],-7%[46 µM],11%,?,3%,-30%,-65%[inhibitor]
COc1ccc2oc(C(=O)OCC(=O)/C(C#N)=C(\C)N)c(C)c2c1,0%[10 µM],13%[46 µM],6%,-2%,0%,0%,6%
Cc1ccc(/C(N)=N/OC(=O)Cc2ccccc2)cc1,-7%[0.074 µM],4%,8%,10%,-3%,23%,20%
O=S(=O)(Cc1ccccc1Cl)NCCOc1ccccc1,12%[10 µM],4%,-5%,0%,3%,-1%,-14%
COCCN(C(=O)C(=O)NC1CCCC1)C(C(=O)NC1CCCC1)c1ccccc1F (configuration not stated),13%[10 µM],14%[46 µM],5%,4%[9.22 µM],-2%,7%,.
COC(=O)c1noc(-c2ccc(C)cc2)n1,-19%[10 µM],13%,2%[38.3 µM],18%,-4%,2%,14%
CCN(CC)CCn1c(=S)[nH]c2ccccc2c1=O,5%[10 µM],-4%,4%[38.3 µM],5%,-4%,9%,5%
Cc1ccccc1-n1c(SCc2c(C)noc2C)nnc1-c1ccncc1,-5%,1%,43%[activator][38.3 µM],-13%,0%,-7%,15%
Cc1cccc(N=C2NC(=O)/C(=C/C=C/c3ccco3)S2)c1C,6%[10 µM],-2%,22%,-20%,-10%,?,-9%
CSCC[C@H](NC(=O)c1cccc([N+](=O)[O-])c1C)c1nc2ccccc2[nH]1,2%[10 µM],-5%,2%,-6%,0%,-8%,6%
Cc1cc(C(=O)NCCC2=CCCCC2)ccc1[N+](=O)[O-],-3%[10 µM],.,9%,-18%[9.22 µM],-4%,10%,.
c1ccc2c(c1)nc(N1CCCCC1)c1ccccc12,9%[10 µM],.,.,4%[9.22 µM],.,21%,.
Nn1c(SCC(=O)Nc2cccc(S(N)(=O)=O)c2)nnc1C1CC1,.,.,-1%,1%,1%,2%,9%
CCOC(=O)C(C)Oc1ccc(NC(=O)C(Cl)(Cl)Cl)cc1 (configuration not stated),7%[10 µM],.,.,5%[9.22 µM],.,2%,.
Cc1nc2sc(C#N)c(N)c2c2c1CCCC2,-14%,8%,-9%[38.3 µM],?,-2%,3%,-15%
C/C(=N\NC(=O)CN1CCN(S(=O)(=O)c2ccc(C)cc2)CC1)c1ccncc1,5%[10 µM],.,.,15%[9.22 µM],.,12%,.
O=C(NCCc1ccccc1)c1c(F)c(F)c(F)c(F)c1F,-3%[10 µM],-3%,0%,-5%,0%,3%,1%
COc1cc(C2c3c(n[nH]c3C)C(=O)N2c2ccc(Br)cc2)ccc1O (configuration not stated),-4%[0.074 µM],-23%,21%[38.3 µM],?,-1%,11%,-4%
Cc1cc(C)c(C)c(OCC(=O)O/N=C(\N)c2cccnc2)c1,9%[10 µM],.,.,10%[9.22 µM],.,-2%,.
O=C(CSc1nn(-c2ccc(F)cc2)c(=S)s1)NCC1CCCO1 (configuration not stated),-45%[inhibitor],.,-3%,-5%,0%,-1%,13%
O=C(NCC(c1cccs1)N1CCOCC1)c1ccccc1NS(=O)(=O)c1ccc(Cl)c([N+](=O)[O-])c1 (configuration not stated),-13%[10 µM],?,.,?,.,-13%,.
CC(Sc1nnc(-c2ccco2)o1)C(=O)NCCC1=CCCCC1 (configuration not stated),-3%[10 µM],0%[46 µM],16%,7%,-1%,5%,6%
Cc1ccc(S(=O)(=O)n2cnc3ccccc32)cc1,-77%[inhibitor][10 µM],-4%,-1%,?,-1%,1%,1%
CCN(CC)c1ccc(C(=O)Nc2ccccc2)cc1[N+](=O)[O-],-200%[inhibitor],.,5%,?,5%,8%,11µM*
C=CCN(CC=C)C(=S)NC(=O)/C=C/c1ccc(C)cc1,.,0%,0%,-14%,-5%,-4%,-14%
N#Cc1ccccc1OCC(=O)Nc1c(C(=O)C2CC2)oc2ccccc12,-6%,10%,?,-15%,-2%,0%,-27%
C=CCn1c(SCC(=O)N2c3ccccc3Sc3ccccc32)nnc1-c1ccco1,-2%[10 µM],.,.,-3%[9.22 µM],.,-3%,.
O=C(C/C(=N/O)c1ccccc1O)C(F)F,0%,-1%,0%[38.3 µM],2%,1%,2%,16%
CCc1ccccc1OCCOc1ccc(C)cc1OC,0%,0%,9%[38.3 µM],-4%,-1%,29%,-24%
CCOc1ccc(C(=O)Nc2ncccc2Cl)cc1,12%[10 µM],10%[46 µM],-3%,9%[9.22 µM],-6%,4%,.
COC(=O)/C=C1\SC(N)=NC1=O,13%[10 µM],.,.,-4%[9.22 µM],.,0%,.

# (continued)
SMILES,HTT ATP protect,Lamin A splicing,IMPase Li cell,HttQ103 aggreg,KinaseGlo FLuc,CBFb-RUNX1 inh,SMN2 splice enh
COc1ccc(NC(=O)CC2C(=O)NCCN2C(=O)c2ccc(Cl)cc2)cc1 (configuration not stated),2%[10 µM],.,.,-3%[9.22 µM],.,6%,.
O=C(Nc1ccc(NC(=O)C2CCCCC2)nc1)c1ccco1,7%,6%,-17%[38.3 µM],2%,5%,0%,11%
CC(C)Oc1nc(-c2ccc(Cl)cc2)nc2ccccc12,13%[10 µM],.,.,-6%[9.22 µM],.,8%,.
CCCCCNc1nc(-c2ccccc2)cs1,-11%,-10%,22%[38.3 µM],23%,-6%,-7%,20%
Cc1cccc(OCCn2c(-c3ccco3)nc3ccccc32)c1,8%,8%,-4%[38.3 µM],-4%,-7%,-15%,9%
CCOc1cc(/C=N\Nc2ccc([N+](=O)[O-])cc2)ccc1OCC(=O)Nc1ccc(C)c(C)c1,30%,5%,-3%[38.3 µM],-12%,-4%,1%,10%
